# Screens from PubChem BioAssay.
# Neddylation inh: inhibitors of cullin neddylation, primary screen, biochemical, TR-FRET, uHTS, NAE and Ubc12. NEDD8-conjugating enzyme Ubc12 (Homo sapiens) + NEDD8-activating enzyme E1 regulatory …. calls only at 25 µM. 360,000 tested, 0.58% active. AID 651699, 2012; in the data active means inhibition above about 36%
# CSN inh: inhibitors of CSN-mediated cullin deneddylation, primary screen, biochemical, fluorescence polarization, uHTS; COP9 signalosome complex subunit 5 (Homo sapiens), Q92905; Purified CSN, SCF-Nedd8-OG deneddylation; inhibition, % at 12.5 µM; 360,000 tested, 0.38% active;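 active means pattern-corrected inhibition above about 35%, with an unprinted fluorescence ratio check between 0.5 and 1.5, limit read from the data, passing the limit was not always enough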;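 further: 0% = enzyme with substrate and 100% = substrate without enzyme; some results filed as inactive read as strong as hits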
# Target sequence (Q92905 whole entry, looked up, one chain of several): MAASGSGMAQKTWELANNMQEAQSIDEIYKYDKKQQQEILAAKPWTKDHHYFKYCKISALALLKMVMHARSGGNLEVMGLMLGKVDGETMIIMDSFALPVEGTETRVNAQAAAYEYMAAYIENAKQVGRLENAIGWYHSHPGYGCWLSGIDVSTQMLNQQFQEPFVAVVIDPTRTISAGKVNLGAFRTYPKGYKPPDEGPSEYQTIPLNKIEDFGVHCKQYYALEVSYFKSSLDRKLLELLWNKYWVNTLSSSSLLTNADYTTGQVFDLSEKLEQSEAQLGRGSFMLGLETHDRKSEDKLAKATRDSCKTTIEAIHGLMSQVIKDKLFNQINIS
#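 Assay system: HEK293T-derived human Csn5 enzyme; quantity: 0.24 nM enzyme; medium: Tris/NaCl/DTT buffer, pH 7.5; also added: substrate SCFSkp2-Nedd8OG, 10 nM; doses: 12.5 µM compound; schedule: 90 min reaction at room temperature; signal: FP; read-out: % inhibition of substrate cleavage by Csn5; benchmarks: substrate-only high control, full reaction low control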
# NadD inh: inhibitors of S. aureus NadD, primary screen, biochemical, colorimetric, uHTS. inhibition, % at 20 µM. AID 602399, 2012. 360,000 tested, 0.78% active. Nicotinate-nucleotide adenylyltransferase NadD (Staphylococcus aureus N315). purified NadD enzyme, colorimetric absorbance read-out; in the data active means inhibition above about 26%; further: some compounds past the cut are filed as inactive
# FAS-TE inh: FAS thioesterase domain inhibitors, primary screen, biochemical, fluorescence intensity, uHTS | Fatty acid synthase (Homo sapiens), P49327 | recombinant FAS-TE, OMFH fluorogenic substrate, fluorescence endpoint | inhibition, % at 15 µM | 360,000 tested, 0.67% active | AID 602261, 2012;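 active means compounds whose normalised, plate-corrected inhibition of enzyme fluorescence in the single-dose primary screen is 50% or more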;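 further: 0% = DMSO with enzyme and 100% = substrate without enzyme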
# Rpn11 inh: Rpn11 (PSMD14) deubiquitinase inhibitors, primary screen, biochemical, fluorescence polarization, uHTS. human 26S proteasome, Ub4-pepOG fluorescence polarization; 20S core pre-blocked with epoxomicin. 360,000 tested, 0.59% active. calls only at 20 µM. 26S proteasome non-ATPase regulatory subunit 14 (Homo sapiens), O00487;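 active means inhibition at 20 µM, scaled to each plate's controls, above about 33%, limit read from the data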
# Target sequence (O00487 whole entry, looked up): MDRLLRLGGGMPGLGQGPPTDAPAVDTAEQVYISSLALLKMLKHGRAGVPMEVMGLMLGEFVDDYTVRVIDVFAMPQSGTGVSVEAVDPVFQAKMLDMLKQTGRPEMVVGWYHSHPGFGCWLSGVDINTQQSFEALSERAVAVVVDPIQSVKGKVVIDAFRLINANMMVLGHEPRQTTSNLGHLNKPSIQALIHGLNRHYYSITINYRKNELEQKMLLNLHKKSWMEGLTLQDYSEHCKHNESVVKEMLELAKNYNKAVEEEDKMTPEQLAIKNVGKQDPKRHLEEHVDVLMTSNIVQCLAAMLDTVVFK
# SKN-1 inh: suppressors of acrylamide-induced Pgst-4::GFP reporter in worms, primary screen, SKN-1 inhibitor project, whole organism, uHTS, GFP/RFP fluorescence ratio, strain VP596; C. elegans VP596 Pgst-4::GFP/RFP ratio, 24 h; inhibition, % at 21.8 µM; AID 624304, 2012; 360,000 tested, 0.49% active;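 active means interference check ratio from 0.5 to 1.5 plus GFP to RFP signal ratio inhibition reaching or exceeding a fixed threshold, cut at about 30% in these data, passing the limit was not always enough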; further: some compounds called inactive have numbers as strong as hits
# MT1-MMP act inh: blockers of MT1-MMP proenzyme processing, primary screen, HT1080 RFP-PRO-GFP cells, GFP/RFP fluorescence; Matrix metalloproteinase-14 (Homo sapiens), P50281; 360,000 tested, 0.061% active; GFP/RFP ratio fluorescence, overnight; percent of plate control window, DMSO zero; GFP/RFP ratio change, % at 20 µM;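 active means GFP/RFP ratio change of at least 30% with cell ATP level not reduced by more than half and red fluorescence within 50% of control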; further: strong numbers were not always called active
#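 Material – HT1080 RFP-PRO-GFP cells · Control set – DMSO wells and RFP-L50D-GFP cells · Incubation – overnight cell settling, then overnight compound exposure, 37 °C, 5% CO2 · Compound dosing – single-point 20 µM compound, 1% DMSO · Read-out – GFP/RFP fluorescence ratio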
# Rin1 Abl inh: inhibitors of Rin1-Abl protein binding, primary screen, biochemical, TR-FRET | inhibition, % at 7.35 µM | 360,000 tested, 0.4% active | Tyrosine-protein kinase ABL1 (Homo sapiens) + Ras and Rab interactor 1 (Homo sapiens), …; in the data active means inhibition above about 5%, passing the limit was not always enough
# PABP1 MLLE inh: inhibitors of PABP1 MLLE–PAM2 peptide binding, primary screen, biochemical, fluorescence polarization, FITC-PAM2, GST-MLLE | inhibition, % at 20 µM | 360,000 tested, 0.36% active; in the data active means inhibition above about 35%, passing the limit was not always enough;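 further: plate controls were DMSO wells with GST-MLLE for no effect and wells lacking GST-MLLE protein for full effect; some results filed as inactive read as strong as hits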
# The depositor's hits bear a star; i = inactive; . = no result given.
Compound	Neddylation inh	CSN inh	NadD inh	FAS-TE inh	Rpn11 inh	SKN-1 inh	MT1-MMP act inh	Rin1 Abl inh	PABP1 MLLE inh
CCCCCOC(=O)Cc1c(C)nc(-c2ccccc2)[nH]c1=O	i	-2.4	-3.2	-2.5	i	-5.5	2.6	3.7	7.3
COc1ccc(S(=O)(=O)N2CCOCC2)cc1NC(=O)CN1C(=O)NC(C)(C2CC2)C1=O (stereo unspecified)	i	-2.4	12.6	-6.6	i	4.6	-4.5	1.3	-57.8
Cn1nnnc1Sc1ncnc2scc(-c3cccc(C(F)(F)F)c3)c12	i	9.0	-0.2	28.9	i	1.7	-12.4	-0.7	-4.7
CC1=C(CO)C(=O)OC([C@@H](C)C2CC[C@H]3C4C[C@H]5O[C@]56[C@@H](O)C=CC(=O)[C@]6(C)C4CC[C@]23C)C1 (stereo partly specified)	i	6.3	5.7	1.5	i	13.4	15.8	1.1	2.4
Cc1ccc(-c2onc3ccc(C(=O)O)cc23)cc1	i	3.3	-3.7	-6.4	i	-5.3	-4.4	3.8	2.6
Cc1ccc(N2C(=O)N3[C@H](c4ccc(Cl)cc4)[C@@H]4C(=O)N(C5CCCCC5)C(=O)[C@@H]4[C@]3(Cc3ccccc3)C2=O)cc1	i	-2.0	24.9	93.0*	i	11.4	-2.8	2.9	13.0
COc1ccccc1N1CC(C(=O)Nc2nnc(SCC(=O)N3CCCC3)s2)CC1=O (stereo unspecified)	i	2.6	-1.7	-4.6	i	2.2	0.5	1.8	20.6
CCOc1ccc(CN2CCN(CCCc3ccccc3)CC2CCO)cc1 (stereo unspecified)	i	5.4	-4.9	-0.6	i	-0.4	1.5	1.4	-15.3
CCOc1ccc(NC(=O)C2CCCN(S(=O)(=O)c3ccc4c(c3)CCCN4C(C)=O)C2)cc1 (stereo unspecified)	i	0.0	-1.5	1.3	i	-10.1	0.2	1.0	-8.4
Cc1ccc(NC(=O)c2cccc3ccccc23)cc1	i	3.9	-0.1	-1.4	i	-6.2	-0.6	-0.2	6.9
CC(C(=O)NC1CCCC1)N(C(=O)Cn1nnc(-c2ccc(F)cc2)n1)c1ccccc1F (stereo unspecified)	i	3.4	-7.2	5.9	i	5.2	2.8	-1.7	6.0
COc1cccc(C(O)c2nc(-c3ccc(OC)nc3)cs2)c1 (stereo unspecified)	i	3.8	-0.8	-1.8	i	8.8	2.4	-3.5	5.7
O=C(OCC(=O)N1CCN(C(=O)c2ccco2)CC1)c1ccccc1C(=O)c1ccccc1	i	1.8	6.7	-4.7	i	-3.3	-2.2	-1.2	6.7
CC(=O)c1ccc(N2CCc3ccccc3C2)c([N+](=O)[O-])c1	i	2.6	-2.2	19.4	i	9.7	-1.6	1.0	1.4
COc1c(C)cccc1C(=O)Nc1cc(-c2nn3c(C)nnc3s2)ccc1C	i	-3.7	15.2	0.1	i	-3.6	-0.2	-0.7	-8.7
Cc1cccc(NC(=S)N2CCC(NC(=O)C3CCCCC3)CC2)c1	i	0.5	11.0	-4.2	i	21.2	0.7	0.0	-89.0
COc1ccc(N2C(=O)CC(SCCc3nc4ccccc4[nH]3)C2=O)cc1 (stereo unspecified)	i	3.7	-2.7	-5.4	i	13.4	-0.2	-0.6	40.4*
CCOc1ccc(S(=O)(=O)Nc2cccc(C(=O)NCC3(N4CCCCC4)CCCCC3)c2)cc1	i	-0.3	3.4	6.7	i	12.0	3.8	1.2	-1.4
O=C(Cc1ccccc1)NN1C(=O)/C(=C/c2ccc(C(=O)O)cc2)SC1=S	i	-1.1	-6.1	-5.0	i	-0.8	.	1.4	19.8
CC(C)(C)NC(=O)C(c1ccc(F)cc1)N(CCc1ccccc1)C(=O)c1ccn[nH]1 (stereo unspecified)	i	-1.8	-2.9	-33.6	i	-3.5	-5.8	0.9	-4.8
O=S(=O)(NC1CC2CCC1C2)c1ccc(Br)s1 (stereo unspecified)	i	2.9	0.9	-1.5	i	15.8	-1.2	-4.3	6.5
O=C(CSc1nnc(CNC(=O)c2c(F)cccc2F)o1)NCc1ccccc1Cl	i	-2.0	-4.4	-3.7	i	7.2	-0.1	4.7	4.8
CCN(Cc1ccncc1)C(=O)c1ccc(C)c(S(=O)(=O)N2CCCCC2)c1	i	-3.4	2.0	-6.7	i	11.7	-1.7	2.5	-1.8
Cc1ccc(Nc2nc3nonc3[nH]c2=O)cc1	i	1.8	0.2	-2.1	i	-12.8	1.5	0.4	8.7
CC1(C)CC(=O)C2=C(C1)Nc1ccccc1NC2c1ccccc1F (stereo unspecified)	i	-11.2	-3.9	-8.2	i	7.3	-0.8	0.3	47.7*
C=CCC(=O)N1CCCC(CCC(=O)NCc2ccccc2F)C1 (stereo unspecified)	i	1.6	0.3	-3.3	i	2.7	-0.7	-0.9	-7.9
Cc1ccc(Sc2ncccc2C(=O)NCc2cc([N+](=O)[O-])ccc2O)cc1C	i	-3.0	4.6	-1.4	i	9.5	0.0	-3.3	-10.5
C/C(=N\Nc1nc2ccccc2s1)c1cccs1	i	3.2	-6.1	28.1	i	13.5	0.5	-2.5	-5.9
CCOc1ccc(OCCC(=O)Nc2ccccc2C(=O)NC2CC2)cc1	i	-0.8	-1.2	-2.6	i	-6.3	2.7	-2.1	-0.2
COc1cccc(N2CCN(c3ccc4nnc(CCC(=O)Nc5cccc(C(C)=O)c5)n4n3)CC2)c1	i	1.7	3.3	-7.6	i	10.9	1.6	-6.1	-4.7
Cc1csc(=O)n1CC(=O)OC(C)C(=O)Nc1cccc(Cl)c1 (stereo unspecified)	i	-1.2	1.0	-5.3	i	2.3	-0.4	0.1	-7.0
CCCCCC1CC(=O)N(Cc2ccc(Cl)cc2)C(=O)N1 (stereo unspecified)	i	7.9	-2.5	1.7	i	2.6	4.1	0.5	8.4
CS(=O)(=O)c1ccccc1-c1nc(-c2cc(C(F)(F)F)cc(C(F)(F)F)c2)no1	i	0.0	-2.4	21.9	i	3.1	1.6	-0.3	10.6
CCCCN(CC)CCNC(=O)CN1C(=O)COc2ccc(S(=O)(=O)N3CCCC3)cc21	i	-5.6	1.0	-5.7	i	2.0	5.3	-0.2	5.0
O=C(O)CSc1nnc(-c2ccncc2)n1Cc1ccccc1	i	-1.1	4.5	-2.1	i	-3.3	1.3	-1.7	-2.1
O=C(NNC(=O)c1ccc(Br)s1)c1cccc(Cl)c1	i	-3.6	-2.3	-0.9	i	7.0	2.5	2.5	-2.3
COc1ccccc1C(=O)OCC(=O)Nc1ccc(OC(F)F)cc1	i	-2.4	3.4	0.6	i	5.8	-2.1	1.4	17.7
CCOC(=O)c1nnn2c1nc(SCC(C)=O)c1ccccc12	i	-2.0	-2.2	6.9	i	0.2	-4.5	-1.3	13.5
Cc1ccc(CC(=O)Nc2ccc(C(=O)N3CCOCC3)cc2)cc1	i	1.1	-5.3	-6.4	i	6.4	2.0	0.2	18.2
COc1cc(C(=O)NCC(c2ccccc2)N(C)C)ccc1OCc1c(C)noc1C (stereo unspecified)	i	1.8	0.0	-3.9	i	7.2	-4.7	3.6	9.2
CC(C)C(=O)Nc1ccc2c3c(cccc13)CC2	i	-1.0	-1.5	-5.6	i	6.7	-4.5	-2.8	3.4
CCCCC(=O)N/N=C/c1ccc(-c2ccc([N+](=O)[O-])cc2)o1	i	1.2	-7.4	11.4	i	-2.6	-1.2	-8.5	-52.5
CCOc1ccccc1C(=O)N/N=C/c1cccc2cccnc12	i	-0.4	1.4	-5.1	i	10.0	3.4	-2.6	2.9
CCn1nc(C(=O)OCC(=O)NC(C)C)c2ccccc2c1=O	i	-0.5	-7.7	-3.3	i	7.0	2.3	4.2	-2.6
CC(C)N(C(=O)CN1C(=O)NC(c2ccccc2)(c2ccccc2)C1=O)C(C)C	i	1.8	-4.5	2.6	i	5.8	-4.3	-1.2	-11.3
CC(C)N(CC#CCC(O)(c1ccccc1)C1CCCC1)CCO (stereo unspecified)	i	2.4	7.2	-4.0	i	5.7	-4.4	0.6	10.5
Cc1ccc(-c2nc(N)sc2-c2ccc(C)cc2)cc1	i	1.6	-1.9	22.6	i	18.5	-8.6	0.6	-19.8
COC(=O)N1CCCCC1c1cc(C(=O)NCc2cccnc2)no1 (stereo unspecified)	i	2.4	0.5	-3.5	i	-2.0	-0.3	-2.6	11.7
CC1(C(=O)Nc2ccc(F)cc2F)CCN1C(=O)Cc1ccccc1Cl (stereo unspecified)	i	-4.0	2.9	1.7	i	5.9	1.0	2.0	1.8
O=C(CNC(=O)c1cccs1)Nc1ccc(N2CCOCC2)cc1	i	3.1	2.2	-8.0	i	4.5	1.1	-0.3	-6.6
CCc1ccc(-c2nc(SCC(=O)N(CC)C3CCS(=O)(=O)C3)n[nH]2)cc1 (stereo unspecified)	i	-0.9	1.0	-1.2	i	3.7	-3.1	-3.4	-16.2
Cc1[nH]c2ccccc2c1/C=N/Nc1nc(Nc2ccccc2)nc(N2CCOCC2)n1	i	0.3	19.1	15.9	i	-14.4	11.7	0.3	-21.2
O=C(NCc1nc2ccccc2[nH]1)C1=C[C@@H](c2ccc(Br)cc2)C[C@@H](OCCCCO)O1	i	1.5	1.4	4.8	i	-9.8	4.8	4.1	4.3
COc1ccc2oc(C(=O)OCC(=O)Nc3ccc(C)c(S(=O)(=O)N4CCOCC4)c3)c(C)c2c1	.	-3.5	0.8	1.2	i	12.1	-2.6	2.1	8.1
COC(=O)c1cc(C)ccc1/C=C1/Cc2c(C)cc(C)cc2C1=O	i	-0.1	3.3	19.2	i	4.2	-4.9	1.3	-7.7
O=C(Nc1ccc(Nc2ccccc2)cc1)c1ccc(Cl)c([N+](=O)[O-])c1	i	0.1	0.3	36.5	i	-2.9	5.9	-4.7	0.8

# Quoted from the listing:
# CSN inh result of `Cc1csc(=O)n1CC(=O)OC(C)C(=O)Nc1cccc(Cl)c1` (stereo unspecified) : -1.2
# MT1-MMP act inh result of `CC(C)N(CC#CCC(O)(c1ccccc1)C1CCCC1)CCO` (stereo unspecified) : -4.4
